# Menin MLL FP TR: menin-MLL binding inhibition, Texas Red mutant peptide. O00255. Potency, µM (highest dose often 61.6 µM), without a hit: top-dose FP activity change, negative = inhibition, hits mostly inhibitors. Menin + Texas Red MLL mutant peptide, fluorescence polarization. AID 1768. actives 0.23% (n = 270,000); active = well fitted inhibition curve with a large enough effect in the polarisation, with a control signal flat, not every such curve was filed as active; inconclusive = small, poorly fitted or top-dose-only effect, or effect the other way, or a change in a side signal; inactive = no such curve, though single readings can be large or run the other way; the % refers to the polarisation; also: potency is read from the fitted curve at half-maximal effect; % of control where 0% means no effect; many of its hits are not listed in these tables
# Target sequence (O00255 whole entry, looked up): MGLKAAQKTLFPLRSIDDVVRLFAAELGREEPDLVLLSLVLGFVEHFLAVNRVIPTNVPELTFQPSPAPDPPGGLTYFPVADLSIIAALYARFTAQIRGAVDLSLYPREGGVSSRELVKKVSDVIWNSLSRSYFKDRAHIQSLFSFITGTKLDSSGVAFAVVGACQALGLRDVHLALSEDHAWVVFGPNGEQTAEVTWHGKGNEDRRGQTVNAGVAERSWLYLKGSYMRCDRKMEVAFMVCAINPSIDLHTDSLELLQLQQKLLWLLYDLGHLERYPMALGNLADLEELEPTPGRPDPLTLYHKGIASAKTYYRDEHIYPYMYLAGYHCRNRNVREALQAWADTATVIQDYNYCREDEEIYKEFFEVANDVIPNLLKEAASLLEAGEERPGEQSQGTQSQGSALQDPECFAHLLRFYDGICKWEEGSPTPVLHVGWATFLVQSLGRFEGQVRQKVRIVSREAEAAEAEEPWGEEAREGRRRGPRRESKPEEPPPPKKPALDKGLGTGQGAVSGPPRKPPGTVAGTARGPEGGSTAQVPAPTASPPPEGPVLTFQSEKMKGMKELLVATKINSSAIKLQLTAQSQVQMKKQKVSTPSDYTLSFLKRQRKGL
# Rab9 prom act: Rab9 promoter activation. Potency, µM (highest dose often 9.22 µM), for inactives: at the top dose activation, negative = inhibition, most hits filed as activators. AID 485297. Huh7 Rab9 promoter-luciferase reporter, luminescence, 24 h. actives 2.8% (n = 320,000); also: potency is read from the fitted curve at half-maximal effect; % of control where 0% means no effect; nearly all actives have a fitted effect of over 60% in size
#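 Huh7 cells stably carrying Rab9 promoter–luciferase reporter, plated 1500 cells/well, compound added after 2 h and incubated 24 h at 37 °C; luciferase luminescence then read after 10 min with detection reagent.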
# VP16 counter: Gal4-VP16 reporter inhibition counter-screen; Drosophila S2 Gal4-VP16 UAS-luciferase, luminescence, 20 h; Potency, µM (top dose mostly 53.6 µM), inactives show at the top dose activity, negative = inhibition, most hits filed as inhibitors; actives 3.5% (n = 310,000); AID 2546;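 also: Gal4-VP16 expression switched on by copper sulfate through the metallothionein promoter; potency is read from the fitted curve at half-maximal effect; % is scaled to controls: 0 for no effect and ±100 for the full control effect; nearly all actives have a fitted effect of over 50% in size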
# ELG1 repair inh: inhibitors of ELG1-dependent DNA repair in HEK293T cells | HEK293T ELG1-luciferase reporter, luminescence, 16 h; DNA damage induced by 5-fluorouridine | Potency, µM (titrated, usually from 46.1 µM), for inactives: top-dose activity change, negative = inhibition, usual class: inhibitors | actives 2.3% (n = 330,000) | AID 504467; also: potency is read from the fitted curve at half-maximal effect; % is scaled to controls: 0 for no effect and ±100 for the full control effect; nearly all actives have a fitted effect of over 55% in size
#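 Overnight (16 hr) co-exposure of 2,000 cells/well to 5-fluorouridine and compound at 37 °C preceded detection. Luciferase was quantified via ONE-Glo luminescence; loss of signal denotes inhibition.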
# Mito fusion act: mitochondrial division inhibition or fusion activation; S. cerevisiae fusion-defective mutant growth rescue, CellTiterGlo 48 h; Potency, µM (highest dose often 46.1 µM), for the others: top-dose growth rescue (activation), actives largely listed as activators; actives 0.23% (n = 320,000); AID 485298;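 also: potency is read from the fitted curve at half-maximal effect; % of control where 0% means no effect; nearly all actives have a fitted effect of over 45% in size; temperature-sensitive fusion mutants such as fzo1-1 at 37 °C on non-fermentable ethanol glycerol medium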
#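 Yeast fusion mutant, YPEG (non-fermentable carbon), compound, 48 h at 37C non-permissive; CellTiterGlo added, 10 min RT, luminescence read. Rescued growth = division inhibition.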
# KCNH2 3.1 block: blocks the human KCNH2 3.1 channel isoform | U2OS KCNH2 3.1, thallium flux FluxOr; hits give low values | activity change, % (tested at about 1.8 µM) | actives 0.95% (n = 340,000) | AID 720553;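 active = maximum activity change below -70%; inconclusive = maximum activity change from -70% to -50%; inactive = maximum activity change above -50%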;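 also: thallium influx rate constant from kinetic fluorescence after stimulation buffer; % is scaled to controls: 0 for no effect and ±100 for the full control effect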
#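 Channel expression came from 3.1 mutant virus (1.77 x 10^8 /mL) applied to suspended U2OS cells for 4 h. Flux was tracked with FluxOr dye plus Red40 quencher, and kinetic rate constants normalized to controls.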
# FLuc counter: inhibits or activates purified firefly luciferase, miR-21 counter-screen. actives 6.9% (n = 360,000). Potency, µM (series often up to 57.5 µM), for inactives: top-dose activity change, negative = inhibition, actives largely listed as inhibitors. purified FLuc, Km substrates, luminescence inhibition;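 also: potency is read from the fitted curve at half-maximal effect; plate controls were vehicle for no effect and reference inhibitor for full effect; nearly all actives have a fitted effect of over 55% in size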
# Target sequence (P08659 whole entry, looked up): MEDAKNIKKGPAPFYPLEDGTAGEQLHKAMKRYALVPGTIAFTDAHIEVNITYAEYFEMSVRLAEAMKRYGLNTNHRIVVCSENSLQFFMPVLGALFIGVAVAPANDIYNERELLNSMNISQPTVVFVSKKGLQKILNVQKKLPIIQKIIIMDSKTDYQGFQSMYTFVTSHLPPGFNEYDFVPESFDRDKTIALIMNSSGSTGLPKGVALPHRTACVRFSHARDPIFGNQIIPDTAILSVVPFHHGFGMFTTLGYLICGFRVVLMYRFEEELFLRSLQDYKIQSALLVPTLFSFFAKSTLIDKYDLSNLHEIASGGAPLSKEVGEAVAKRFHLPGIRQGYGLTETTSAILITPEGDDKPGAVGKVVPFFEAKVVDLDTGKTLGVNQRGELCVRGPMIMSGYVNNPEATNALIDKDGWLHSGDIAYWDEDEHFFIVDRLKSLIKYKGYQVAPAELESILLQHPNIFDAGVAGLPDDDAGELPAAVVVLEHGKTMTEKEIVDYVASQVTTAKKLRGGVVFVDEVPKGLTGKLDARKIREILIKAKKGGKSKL
#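 Purified P. pyralis luciferase, 10 nM final, with Km-level 10 uM D-luciferin and 10 uM ATP in 50 mM Tris acetate pH 7.5, 10 mM Mg acetate, 0.01% Tween-20, 0.05% BSA; 6-point qHTS titration about 60 µM downward; luminescence read.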
# NPC1 prom act: NPC1 promoter activation | Huh7 NPC1 promoter luciferase reporter, 24 h | Potency, µM (doses to about 9.22 µM), without a hit: top-dose activation, actives largely listed as activators | actives 2.4% (n = 320,000);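 also: potency is read from the fitted curve at half-maximal effect; % of control where 0% means no effect; nearly all actives have a fitted effect of over 60% in size; reporter is driven by a mutant NPC1 promoter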
#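 Compounds in DMSO were transferred onto Huh7 NPC1-luciferase reporter cells pre-incubated 2 h; after 24 h at 37 °C, Amplite reagent was dispensed and luminescence recorded 10 min later.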
# PKM2 act: activators of human pyruvate kinase M2 | P14618 | purified PKM2, Kinase-Glo ATP luminescence, activation; response scale: 0% is enzyme alone, no compound | Potency, µM (doses to about 57.5 µM), for the others: at the highest dose activation, most hits filed as activators | actives 0.34% (n = 260,000); also: potency is read from the fitted curve at half-maximal effect; % is scaled to controls: 0 for no effect and ±100 for the full control effect; nearly all actives have a fitted effect of over 55% in size
#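 Purified hPK-M2 (>95%) run at intermediate activity with 0.1 mM ADP and 0.5 mM PEP in 50 mM imidazole pH 7.2, KCl, MgCl2; 1 h room temperature. ATP formed read by Kinase-Glo luminescence; normalized to uninhibited and no-enzyme controls.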
# MBNL1 CUG block: MBNL1-poly(CUG) RNA binding inhibition; actives 0.036% (n = 280,000); Q9NR56; TR-FRET MBNL1-His/biotin-(CUG)12 binding, 665/545 ratio; AID 2675; Potency, µM (series often up to 57.5 µM), for inactives: top-dose activity change, negative = inhibition, actives largely listed as inhibitors; active = well fitted inhibition curve with a large enough effect in the signal ratio, with a control signal flat, not every such curve was filed as active; inconclusive = small, poorly fitted or top-dose-only effect, or effect the other way, or a change in a side signal; inactive = no such curve, though single readings can be large or run the other way; the % refers to the signal ratio; also: potency is read from the fitted curve at half-maximal effect; % is scaled to controls: 0 for no effect and ±100 for the full control effect
#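 MBNL1-His + Biotin-(CUG)12, cpd titration 92 nM–58 uM; Tb anti-His Ab 0.055 ng/ul, SA-XL665 5 nM (final); 60 min RT; ratiometric 665/545 nm, Ex 340 nm; normalized to buffer and full-complex controls.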
# RORg inh: ROR gamma (mouse) transcription inhibition. actives 5.4% (n = 310,000). Potency, µM (titrated, usually from 53.6 µM), for inactives: at the top dose activity change, negative = inhibition, hits mostly inhibitors. Drosophila S2 Gal4-RORgamma UAS-luciferase reporter, 20 h. P51450; also: potency is read from the fitted curve at half-maximal effect; % is scaled to controls: 0 for no effect and ±100 for the full control effect; nearly all actives have a fitted effect of over 60% in size
#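 Using a luciferase readout, inhibitors were identified by reduced reporter activity in Drosophila cells coexpressing a copper-inducible Gal4–ROR gamma fusion and UAS-driven Photinus luciferase, incubated 20 hr after 700 uM copper sulfate.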
# * = called active by the depositor; ? = inconclusive; nt = not tested or not shown; & = joins results of further samples; [ ] = dose if it differs, or a comment. Unless noted, calls follow the shape of the dose curve; as a rule, active = well fitted curve in the direction sought with a large enough effect; inconclusive = small, poorly fitted or top-dose-only effect, or another doubt; inactive = no such curve, though single readings can be large; an effect the other way counts as inactive or inconclusive. Some of the compounds tested. The share of hits here may be higher or lower than overall.
SMILES,Menin MLL FP TR,Rab9 prom act,VP16 counter,ELG1 repair inh,Mito fusion act,KCNH2 3.1 block,FLuc counter,NPC1 prom act,PKM2 act,MBNL1 CUG block,RORg inh
C#Cc1ccc([C@@H]2C=C(C(=O)NCc3ccccc3)O[C@H](OCc3ccc(CO)cc3)C2)cc1,11.7%,-1.0%,-8.8%,-11.4%,8.8%,10.8,-0.5%,1.3%,2.9%,12.1%,38.5%
C=CCOc1ccc(/C(O)=C2/C(=O)C(=O)N(CCN3CCOCC3)C2c2ccc(C)cc2)cc1 (stereo unspecified),6.7%,4.0%,-1.4%,0.8%,1.2%,3.1,2.0%,-3.0%,-0.5%,2.9%,30.2%
COc1cc2c(c(OC)c1OC)C(=O)CC2,nt,-3.0%,-8.3%,15.4%,-3.8%,4.0,-0.3%,0.0%,2.5%,-11.4%,0.1%
CC(=O)Oc1ccc(OC(C)=O)c(SCCCCCN2CCOCC2)c1,-7.0%,-7.3%,?,-17.6%,-1.7%,3.5,4.2%,1.4%,-60.6%,1.5%,?
Cc1ccc(NC(=O)c2ccc(S(=O)(=O)NCc3ccco3)cc2)nc1,nt,2.8%,nt,?,-1.3%,-6.1,?,0.6%,nt,nt,nt
Cc1ccc(NC(=O)N(CCC(=O)O)Cc2ccccc2)cc1,nt,-0.2%,2.3%,-1.4%,-0.9%,7.8,-1.8%,0.1%,-17.4%,-9.8%,25.6%
Cc1[nH]nc(SCC(=O)NCC(C)C)c1[N+](=O)[O-],4.0%,2.2%,-3.5%,-0.2%,10.4%,-3.8,-17.4%,-4.8%,-2.5%,6.6%,6.9%
Cc1c(C=O)c(C=O)c(C)n1Cc1ccccc1,-8.9%,-10.9%,-10.5%,?,-2.9%,6.6,-0.6%,-25.7%,-0.6%,2.1%,-37.5%
CCN(CC)CCCn1c2c(c(SCC(=O)Nc3cc(C)on3)nc1=O)CCC2,nt,7.3%,nt,1.9%,12.0%,-22.9,-3.0%,6.6%,nt,nt,nt
CCOc1ccc(NC(=O)CSc2nc3ccccc3c(=O)n2CCCC(=O)N2CCCC2)cc1,7.1%,-10.3%,-2.9%,-1.5%,-1.7%,-15.6,2.4%,4.3%,1.4%,-8.6%,-0.2%
COc1ccc(-c2csc3ncnc(N4CCN(c5ccccc5O)CC4)c23)cc1,nt,-13.9%,?,?,-2.3%,-0.9,1.4%,-4.3%,3.5%,-2.0%,?
COc1ccc(Cc2nc3ccccc3n2CC(=O)N/N=C/c2ccccc2)cc1OC,-12.0%,0.2%,-7.9%,-20.4%,-6.1%,-0.3,-1.6%,-1.6%,9.0%,1.2%,1.8%
CN1CCCN(C(=O)C2CCC(C(=O)N3CCCN(C)CC3)CC2)CC1 (stereo unspecified),-7.4%,-1.1%,-0.1%,7.1%,-0.4%,11.4,-2.6%,-5.1%,-2.0%,-6.3%,0.9%
O=C(CCSCc1ccc(Cl)cc1)NCc1cccs1,0.4%,0.9%,-2.5%,?,16.0%,7.0,-2.9%,-3.2%,-4.5%,-2.3%,-2.3%
Cn1c(=O)[nH]c(=O)c2c1nc(SCC(N)=O)n2Cc1cccc(Br)c1,1.0%,-8.2%,-19.3%,?,14.4%,-10.6,1.3%,1.8%,nt,-17.9%,-13.5%
O=C(COc1ccccc1)N=C1SC2CS(=O)(=O)CC2N1c1ccc(F)cc1 (stereo unspecified),11.9%,-0.3%,-1.1%,4.8%,8.6%,4.7,0.6%,-0.2%,4.7%,0.0%,-4.2%
O=C(c1ccc2c(=O)n3c(nc2c1)CCCCC3)N1CCN(C(c2ccccc2)c2ccccc2)CC1,?,0.2%,6.0%,23.1µM*,-4.6%,8.8,0.4%,0.7%,?,2.7%,35.2%
COc1cc(OC)cc(C(=O)Nc2cc(C)nn2-c2ccccc2)c1,-11.8%,-4.3%,-13.3%,-8.8%,6.7%,-6.2,-0.4%,-6.0%,nt,-2.1%,12.1%
O=C(O)C1=CCCN(CCON=C(c2ccccc2)c2ccccc2)C1,-1.3%,1.6%[46.1 µM],6.5%,-2.3%,-6.6%&-6.4%,0.2,4.0%,2.3%[46.1 µM],nt,nt,-1.1%
CC(C(=O)NCC1CCCO1)N1C(=O)C2C3CC(C(Br)C3Br)C2C1=O (stereo unspecified),nt,-0.6%,-5.0%,11.6%,-0.9%,-14.1,0.5%,1.7%,0.5%,-5.1%,-11.2%
CCN(CC)S(=O)(=O)c1cccc(-c2nnc(SCC#N)n2Cc2ccccc2)c1,3.4%,-4.1%,-11.5%,?,0.9%,6.6,3.7%,4.5%,-2.1%,-9.7%,43.5%
Cc1ccc(OCC(=O)c2c(N)n(C)c(=O)n(C)c2=O)c([N+](=O)[O-])n1,nt,-0.4%,nt,2.7%,0.0%,-7.7,-2.3%,-2.7%,nt,nt,nt
S=C(c1ccc(N2CCCC2)c(Br)c1)N1CCCCC1,?,1.7%,-21.6%,?,-2.9%,11.7,-14.7%,0.9%,1.2%,0.5%,20µM*
Brc1ccc(C2=Nn3cnnc3SC2)cc1,7.1%,1.0%,-0.3%,-0.6%,-2.3%,-6.7,0.3%,-2.3%,0.7%,16.0%,-8.5%
COc1ccc(CCNC(=O)C23CCC(C)(C(=O)O2)C3(C)C)cc1OC (stereo unspecified),4.5%,-9.8%,-11.5%,-10.4%,-4.7%,-0.4,0.3%,-0.6%,4.1%,-2.1%,4.5%
Cc1cc(NS(=O)(=O)c2ccc(NC(=O)/C=C/c3c(F)cccc3Cl)cc2)no1,31.2%[activator],0.0%,3.4%,2.7%,2.7%,nt,?,1.2%,-0.8%,9.8%,32.5%
O=C1CN(C(=O)COC(=O)CNS(=O)(=O)c2ccccc2)c2ccccc2N1,2.0%,0.7%,-2.0%,9.6%,-3.8%,-4.6,-1.0%,-9.7%,5.3%,-2.9%,3.0%
CCNC(=S)N1CCC(C(=O)c2ccc(Cl)cc2)CC1,10.9%,0.1%,-1.9%,?,-3.3%,17.9,-1.0%,-4.0%,1.4%,-7.8%,-13.8%
COC(=O)c1sccc1NC(=O)CSc1ccccc1NS(=O)(=O)c1cc(Cl)ccc1Cl,-6.3%,0.3%,-21.7%,?,8.2%,-0.4,-2.6%,-3.1%,0.8%,-12.4%,?
COc1ccc(C2/C(=C(/O)c3ccccc3)C(=O)C(=O)N2c2ccccn2)c(OC)c1 (stereo unspecified),2.5%,-5.3%[1.84 µM],-4.7%,1.2%,4.4%,8.5,7.0%,-1.6%,1.4%,27.8%,-8.1%
COc1ccccc1N1CC(C(=O)Nc2nnc(SC)s2)CC1=O (stereo unspecified),nt,11.7%,-5.4%,6.6%,-2.4%,3.4,-1.1%,-0.3%,1.9%,-4.1%,15.8%
COc1ccc(CC(=O)OC(C)CN2CCOCC2)cc1 (stereo unspecified),14.1%,-3.5%,-1.7%,8.3%,-2.8%,10.0,-0.3%,-0.8%,4.1%,6.3%,-4.6%
Cc1ccc(C2CC(=O)N3CN(Cc4ccco4)CSC3=C2C#N)cc1 (stereo unspecified),?,-7.7%,?,4.2%,7.7%,-5.1,-5.6%,2.6%,-6.9%,17.5%,-42.7%
Cc1nc2ccccc2c2oc(C(=O)NCc3ccc4c(c3)OCO4)cc12,?,-0.9%,?,?,-2.9%,8.9,-2.5%,-2.3%,9.8%,-11.4%,?
Cc1cc(Cl)ccc1OCCCC(N)=O,29.4%,-6.3%,-2.0%,23.2%,4.1%,-4.8,-9.6%,2.1%,0.3%,-8.6%,-0.7%
Cc1ccc(NC(=O)CCC(=O)NNC(=O)c2ccccc2Cl)c(C)c1,?,3.4%,2.1%,-1.2%,-3.7%,-14.1,3.5%,-1.9%,-0.2%,0.3%,6.6%
CCN(c1cccc(C)c1)S(=O)(=O)c1cc2c3c(c1)CCC(=O)N3CCC2,nt,-3.9%,nt,4.6%,?,-27.7,1.3%,-1.8%,nt,nt,nt
O=C(NCc1ccccn1)C1CCN(S(=O)(=O)c2cccs2)CC1,-0.3%,10.2%,-1.5%,11.7%,-1.7%,8.9,3.4%,1.2%,?,0.3%,16.6%
O=C(CN1C(=O)/C(=C\c2ccccc2Cl)Sc2ccccc21)NCCCN1CCOCC1,nt,-0.1%,-3.5%,-0.6%,-5.5%,20.9,-19.1%,-1.3%,nt,10.5%,16.3%

# Source: PubChem BioAssay (National Center for Advancing Translational Sciences (NCATS))
